Mito fusion yeast: blocks mitochondrial division or promotes mitochondrial fusion; S. cerevisiae fusion-defective mutant growth rescue, CellTiterGlo 48 h; Potency, µM (series often up to 46.1 µM), inactives show at the top dose growth rescue (activation), usual class: activators; 0.23% of 320,000 active; AID 485298;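 note: potency is the fitted concentration of half-maximal effect; % of control where 0% means no effect; nearly all actives have a fitted effect of over 45% in size; temperature-sensitive fusion mutants such as fzo1-1 at 37 °C on non-fermentable ethanol glycerol medium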
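Yeast fusion mutant, YPEG (non-fermentable carbon), compound, 48 h at 37C non-permissive; CellTiterGlo added, 10 min RT, luminescence read. Rescued growth = division inhibition.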
Tb PFK block: inhibitors of T. brucei phosphofructokinase | O15648 | T. brucei PFK, ADP-Glo luminescence | Potency, µM (series often up to 57.5 µM), for the others: at the highest dose activity, negative = inhibition, hits mostly inhibitors | 0.17% of 330,000 active | AID 485367;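 note: potency is the fitted concentration of half-maximal effect; 0% = uninhibited 1x PFK enzyme wells and -100% = no-enzyme wells; nearly all actives have a fitted effect of over 60% in size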
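1.25 nM PFK with 0.5 mM F6P and 0.1 mM ATP in 0.1 M TEA pH 8.0, 5 mM MgCl2, incubated 45 min at room temperature; ADP measured by ADP-Glo luminescence; compounds titrated up to 57 uM.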
USP2a inh: USP2a (human) protease inhibition | O75604 | USP2 core, Ub-CHOP2 coupled fluorogenic reporter, 485/531 | Potency, µM (doses to about 38.3 µM), without a hit: at the highest dose activity change, negative = inhibition, hits mostly inhibitors | 0.01% of 330,000 active | AID 463254;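 note: potency is the fitted concentration of half-maximal effect; plate controls were DMSO wells for no effect and full inhibition by NEM control for full effect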
Target sequence (O75604 whole entry, looked up): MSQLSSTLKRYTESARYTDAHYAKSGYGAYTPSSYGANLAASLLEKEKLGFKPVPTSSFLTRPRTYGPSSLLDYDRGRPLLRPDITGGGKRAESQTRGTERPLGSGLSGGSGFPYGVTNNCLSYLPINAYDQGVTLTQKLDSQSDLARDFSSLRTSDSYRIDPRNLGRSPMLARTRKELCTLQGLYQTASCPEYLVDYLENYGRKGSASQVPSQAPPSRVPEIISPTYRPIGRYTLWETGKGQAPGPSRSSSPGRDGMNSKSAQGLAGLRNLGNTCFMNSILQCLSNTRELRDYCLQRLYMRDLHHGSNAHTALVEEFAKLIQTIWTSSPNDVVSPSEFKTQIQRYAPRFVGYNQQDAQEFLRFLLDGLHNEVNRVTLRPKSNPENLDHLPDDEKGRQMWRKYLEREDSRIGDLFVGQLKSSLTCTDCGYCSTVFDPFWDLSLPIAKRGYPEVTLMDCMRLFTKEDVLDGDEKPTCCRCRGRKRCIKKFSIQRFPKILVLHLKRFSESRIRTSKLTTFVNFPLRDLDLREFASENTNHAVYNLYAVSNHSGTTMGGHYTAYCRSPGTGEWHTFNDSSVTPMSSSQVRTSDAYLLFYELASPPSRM
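Cell-free coupled assay: 10nM USP2 core preincubated 30min RT with compound in Tris-HCl pH 8.0/CaCl2/CHAPS buffer, then 25nM Ub-CHOP2 and 25nM reporter substrate; fluorescence (Ex 485/Em 531) read after 60min RT, normalized to NEM inhibition, concentration-response curves fitted.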
TSG101-PTAP inh: blocks PTAP/TSG101 interaction to inhibit HIV-1 budding. Fluorescence polarization, FITC-PTAP peptide / Tsg101 binding. Potency, µM (titrated, usually from 115 µM), without a hit: at the top dose activity change, negative = inhibition, most hits filed as inhibitors. AID 493005. 340,000 tested, under 10 active. Q99816; active = well fitted inhibition curve with a large enough effect in the main read-out, with a control signal flat, not every such curve was filed as active; inconclusive = small, poorly fitted or top-dose-only effect, or effect the other way, or a change in a side signal; inactive = no such curve, though single readings can be large or run the other way; note: potency is the fitted concentration of half-maximal effect; % of control where 0% means no effect
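Steps: Tsg101 binding domain dispensed (10 uM final), compounds pinned in DMSO, FITC-labeled PTAP-motif peptide added (50 nM final); after 20 min binding at room temperature, polarization measured.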
TCR activator: T cell receptor activation | 330,000 tested, under 10 active | primary human leukocytes, anti-CD3, IL-2 HTRF, 48 h | AID 504894 | Potency, µM (doses to about 9.22 µM), for the others: at the highest dose activation of IL-2 secretion, most hits filed as activators; note: % of control where 0% means no effect
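TCR engagement came from a-CD3 beads alone, with compounds added to primary human leukocytes for 48 hr. Secreted IL-2 bridged europium cryptate- and d2-labelled anti-IL-2 antibodies, giving FRET emission at 665nm after 320nm excitation.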
uPA generation: cell surface uPA generation inhibition; Potency, µM (series often up to 38.3 µM), for inactives: top-dose activity change, negative = inhibition, usual class: inhibitors; AID 540303; 0.31% of 330,000 active; cell surface uPA generation assay, qHTS; active = well fitted inhibition curve with a large enough effect; inconclusive = small, poorly fitted or top-dose-only effect; inactive = no such curve, though single readings can be large or run the other way; tested in mouse RAW 264.7 cells; note: potency is the fitted concentration of half-maximal effect; % is set by controls: 0 for no effect and ±100 for the full control effect; nearly all actives have a fitted effect of over 55% in size
B2AR arrestin: recruits beta-arrestin to the human beta2-adrenergic receptor. P07550. beta-arrestin recruitment to beta2AR, cell-based reporter. Potency, µM (top dose mostly 46.1 µM), for inactives: at the top dose activation, actives largely listed as activators. AID 492947. 0.02% of 330,000 active;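 note: potency is the fitted concentration of half-maximal effect; 0% = DMSO controls and full agonism = EC100 isoproterenol or metaproterenol; nearly all actives have a fitted effect of over 65% in size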
Target sequence (P07550 whole entry, looked up): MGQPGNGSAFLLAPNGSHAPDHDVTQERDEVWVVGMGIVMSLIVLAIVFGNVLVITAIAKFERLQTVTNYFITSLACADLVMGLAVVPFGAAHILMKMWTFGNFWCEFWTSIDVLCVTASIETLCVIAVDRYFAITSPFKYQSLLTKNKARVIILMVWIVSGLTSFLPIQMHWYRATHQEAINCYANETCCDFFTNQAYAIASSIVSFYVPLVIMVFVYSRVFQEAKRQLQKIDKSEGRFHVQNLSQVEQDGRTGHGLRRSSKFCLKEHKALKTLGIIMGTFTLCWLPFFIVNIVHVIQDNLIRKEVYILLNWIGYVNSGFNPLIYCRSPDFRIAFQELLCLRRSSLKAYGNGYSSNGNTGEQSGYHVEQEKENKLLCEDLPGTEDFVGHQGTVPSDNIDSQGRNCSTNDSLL
Eya2 inh: Eya2 (human) phosphatase inhibition. O00167. recombinant Eya2, OMFP fluorescence dephosphorylation (OMFP is methylfluorescein phosphate). Potency, µM (top dose mostly 76.9 µM), inactives show at the highest dose activity, negative = inhibition, usual class: inhibitors. 0.006% of 330,000 active; note: potency is the fitted concentration of half-maximal effect; % is set by controls: 0 for no effect and ±100 for the full control effect
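Eya2 protein (added as 0.2 uM solution) was preincubated with compound for 10 min at ambient temperature in 50 mM HEPES pH 7.5, 50 mM NaCl, 5 uM MgCl2, 0.05% BSA, 1 mM DTT. OMFP (added at 50 uM) then reacted 10 min; fluorescence read at 485/525 nm.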
ELG1 DNA repair: inhibitors of ELG1-dependent DNA repair in HEK293T cells | HEK293T ELG1-luciferase reporter, luminescence, 16 h; DNA damage induced by 5-fluorouridine | Potency, µM (highest dose often 46.1 µM), inactives show top-dose activity change, negative = inhibition, actives largely listed as inhibitors | 2.3% of 330,000 active | AID 504467; note: potency is the fitted concentration of half-maximal effect; % is set by controls: 0 for no effect and ±100 for the full control effect; nearly all actives have a fitted effect of over 55% in size
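In this reporter screen, reduction of luminescence relative to DMSO vehicle indicated activity. Compounds and 5-fluorouridine were added together to 2,000 cells per well, incubated for 16 hr at 37 °C, then developed with ONE-Glo.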
TSHR antagonist: blocks TSH signaling through the human TSH receptor; P16473; TSHR-expressing cells, TSH-stimulated cAMP HTRF, 2 h; stronger effect = lower value; activity change, negative = inhibition, % at 11.5 µM; 0.2% of 330,000 active; AID 504810;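 active = activity change below a set negative limit, meaning inhibition stronger than a set level, cut at about -70% in these data; inconclusive = activity change between two set negative limits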; note: % is set by controls: 0 for no effect and ±100 for the full control effect
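Competitive HTRF cAMP read-out (cryptate anti-cAMP antibody, cAMP-d2; 30 min, room temperature) in freshly harvested TSHR cells. Compounds added before TSH at EC80 (4nM final), followed by 2 hours' incubation at 37 deg C.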
Chronic BCR inh: chronic active BCR signaling inhibition. ABC-DLBCL IkBa-CBG/CBR reporter, luminescence ratio, 4 h. Potency, µM (titrated, usually from 46.1 µM), for the others: top-dose ratio change, negative = lower green/red ratio, most hits filed as inhibitors. 0.05% of 340,000 active. AID 493014; active = well fitted inhibition curve with a large enough effect in the signal ratio, with a control signal flat, not every such curve was filed as active; inconclusive = small, poorly fitted or top-dose-only effect, or effect the other way, or a change in a side signal; the % refers to the signal ratio;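 note: potency is the fitted concentration of half-maximal effect; plate controls were basal doxycycline-induced cells for no effect and cells given 10 µM MG132 for full effect; MG132 reads +100%, hits lower the ratio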
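Compounds up to 46 uM were incubated four hours with TMD8 cells whose green CBG68 luciferase is fused to IkappaBalpha; red CBR luminescence normalised the signal, and concentration-effect curves were fitted to fusion, red and ratio data.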
* marks the source's active call; other numbers are inactive results; ? = inconclusive; · = not tested or not shown; [ ] = remark or other dose. Unless noted, calls come from the whole dose curve; as a rule, active = well fitted curve in the direction sought with a large enough effect; inconclusive = small, poorly fitted or top-dose-only effect, or another doubt; inactive = no such curve, though single readings can be large; an effect the other way counts as inactive or inconclusive.

SMILES	Mito fusion yeast	Tb PFK block	USP2a inh	TSG101-PTAP inh	TCR activator	uPA generation	B2AR arrestin	Eya2 inh	ELG1 DNA repair	TSHR antagonist	Chronic BCR inh
CCCCCCCCCn1c2c(c(=N)c3c1CCC3)CCCC2	-28%	-2%	6%	-4%	6%	-17%	-1.0%	-8%	?	-6	?
CCCOc1ccc(-c2nc(C#N)c(N3CCC(C(N)=O)CC3)o2)cc1	1%	1%	0%	-1%	2%	·	-1.1%	-33%	-13%	-14	0%
COc1ccc(OC)c(C(c2nnnn2CC2CCCO2)N2CCN(C3CCCC3)CC2)c1 (configuration not stated)	-1%	2%	0%	-3%	-5%	-5%	-0.5%	-1%	11%	2	11%
O=C(OCCN1C(=O)c2ccccc2C1=O)c1cnccn1	-5%	-4%	1%	-4%	-5%	3%	-0.3%	-10%	6%	-1	1%
O=C(Nc1ccccc1)c1cccc(Cn2cc(C(F)(F)F)ccc2=O)c1	-2%	1%	0%	-3%	6%	5%	-0.5%	-3%	2%	2	2%
CNC(=S)N/N=C(\C)c1ccc(C(C)(C)C)cc1	?	0%	2%	-1%	5%[46.1 µM]	14%	-0.2%	-10%	?	-14	?
O=C(Nc1ccc2c(c1)CCC2)c1cc(S(=O)(=O)Nc2ccc(F)cc2)c(Cl)cc1Cl	16%	-4%	-17%	-2%	-2%[46.1 µM]	1%	-2.1%	6%	?	-76*	6%
Clc1ccc(CNc2nc(N3CCOCC3)nc(N3CCOCC3)n2)cc1	1%	3%	0%	-4%	-15%	3%	0.0%	-15%	?	-17	-9%
NNC(=S)Nc1c(Br)cc(F)cc1Br	5%	0%	10%	-4%	10%	18%	0.2%	-22%	-15%	-2	-10%
CCn1c(-c2cc(OC)c(OC)c(OC)c2)n[nH]c1=S	-1%	16%	-2%	-5%	3%	0%	-0.1%	-26%	?	-2	?
Cc1onc(-c2ccccc2Cl)c1C(=O)NNC(=O)c1cccc(F)c1	-1%	5%	2%	-2%	0%	-2%	-0.9%	5%	-3%	13	8%
CC(C)NS(=O)(=O)c1ccc(Oc2ncc(C(F)(F)F)cc2Cl)cc1	7%	-1%	0%	-4%	-6%	4%	0.0%	-11%	-13%	-3	?
CCC(C(=O)Nc1ccc(N2CCOCC2)c(S(=O)(=O)Nc2ccccc2OC)c1)c1ccccc1 (configuration not stated)	·	1%	0%	-1%	6%	0%	0.0%	7%	-5%	2	-1%
CC1CN(C(=S)Nc2ccc(Br)cc2Cl)CC(C)O1 (configuration not stated)	-7%	-2%	1%	-3%	4%	12%	0.2%	6%	-3%	1	0%
Cc1cc(C)cc(NC(=O)N2CCCN(c3c(Cl)cncc3Cl)CC2)c1	3%	3%	1%	-6%	2%	-1%	-0.4%	0%	?	5	4%
CCCCOc1ccc(-c2nnn(CC(=O)c3c[nH]c4ccccc34)n2)cc1	2%	0%	-1%	5%	-3%	-1%	0.5%	13%	-9%	-3	2%
CSc1nc(Cl)cc(Nc2ccc(O)cc2)n1	-6%	-3%	0%	0%	-5%	-7%	0.5%	0%	?	1	-13%
CCn1c(SCC(=O)N/N=C/C=C/c2ccco2)nc2ccccc21	6%	-24%	4%	-3%	8%[46.1 µM]	-6%	?	-2%	-2%	-4	?
O=C(CCN1C(=O)c2ccccc2C1=O)N(CCO)Cc1ccccc1	-1%	-9%	1%	-3%	-5%	22%	-1.1%	17%	-19%	16	14%
C=C(CCC(=O)c1ccccc1)C(=O)c1ccccc1	3%	8%	?	-4%	-2%[46.1 µM]	-10%	-0.2%	0%	-30%	-33	?
CCOCc1nnc(NC(=O)c2ccco2)s1	5%	-5%	-1%	-3%	-4%	-3%	0.0%	5%	?	-4	?
Cc1cccc(OCCN2CSC(=S)N(C)C2)c1	0%	4%	-2%	-5%	-1%	-8%	-0.4%	2%	5%	-17	0%
S=C(c1ccc2c(c1)OCO2)N1CCCCCC1	1%	-4%	5%	-3%	9%	·	-0.4%	1%	-15%	-4	?
O=C1c2ccccc2C(=O)N1CCC(c1ccccc1)c1ccco1 (configuration not stated)	8%	-5%	0%	-4%	-4%	3%	2.4%	-20%	6%	-2	?
CC(Oc1cccc(NC(=O)c2cccs2)c1)C(=O)c1ccccc1 (configuration not stated)	2%	2%	1%	-2%	1%	7%	-0.7%	5%	?	1	-10%
CCCNC(=O)C1CCN(c2ccc(S(=O)(=O)N3CCOCC3)cc2Cl)CC1	-2%	3%	-1%	-12%	1%[46.1 µM]	2%	-0.1%	0%	?	3	0%
O=C(CSc1nc2ccccc2c(=O)n1-c1ccccc1Cl)NC1CCS(=O)(=O)C1 (configuration not stated)	2%	1%	1%	-2%	2%	4%	0.1%	5%	7%	24	?
Nn1c(SCC(=O)Nc2ccc(F)cc2F)nnc1C1CCCCC1	-1%	1%	4%	-2%	2%	0%	-0.5%	4%	0%	7	?
CN(C)CCn1c(SCc2ccccc2C#N)nc2c(sc3ccccc32)c1=O	9%	-1%	-2%	-3%	5%	-24%	-0.1%	2%	?	-5	1%
COc1ccc(/C=C/C(=O)OCC(=O)NC2CCCC(C)C2C)c(OC)c1 (configuration not stated)	·	4%	3%	3%	-1%	15%	-0.4%	0%	2%	·	?
N#C/C(=C\c1cc(Cl)cc(Cl)c1O)C(=O)NC1CCCCC1	3%	-9%[0.46 µM]	12%	-8%	-1%	·	-0.9%	-16%	?	-17	2%
COc1ccccc1CNS(=O)(=O)c1ccc2[nH]cc(C(=O)O)c(=O)c2c1	-3%	0%	-1%	-5%	-3%	1%	-1.1%	-3%	13%	-13	-1%
Cc1nn(-c2ccccc2)nc1CNC(=O)CC(C)(C)C	1%	0%	-1%	-2%	-5%	15%	-0.5%	4%	-10%	2	?
S=c1nc(-c2ccccc2Cl)[nH][nH]1	6%	0%	0%	1%	4%	-5%	-0.4%	15%	8%	-4	6%
O=C(/C=C/c1cccc([N+](=O)[O-])c1)OCC(=O)c1ccccc1	0%	-1%	3%	1%	2%	0%	0.0%	-3%	23%	-5	?
CC(=O)C1=NOC2C(=O)N(c3ccc(Cl)cc3)C(=O)C12 (configuration not stated)	13%	4%	20%	-5%	-1%	-2%	0.4%	-2%	16%	3	5%
COc1ccc(S(=O)(=O)c2cnc3ccc(OC)cc3c2N2CCC3(CC2)OCCO3)cc1	-3%	0%	-1%	1%	1%[46.1 µM]	-5%	-0.7%	2%	23µM*	4	-5%
CC(NC(=O)C1CCCC1)c1ccc2c(c1)OCCO2 (configuration not stated)	4%	0%	-2%	-1%	3%	4%	0.3%	4%	-9%	-2	4%
OCC1(CCOc2ccccc2)CCN(C2Cc3ccccc3C2)CC1	-5%	1%	-2%	-8%	-1%	-3%	-0.3%	2%	4%	-6	?
COc1cccc(CNCc2ccc(C(=O)O)cc2)c1OC	-4%	8%	14%	-8%	2%	2%	-0.4%	15%	?	-7	-17%

Brought forward from above: 2 entries; new compounds follow.
SMILES	Mito fusion yeast	Tb PFK block	USP2a inh	TSG101-PTAP inh	TCR activator	uPA generation	B2AR arrestin	Eya2 inh	ELG1 DNA repair	TSHR antagonist	Chronic BCR inh
OCC1(CCOc2ccccc2)CCN(C2Cc3ccccc3C2)CC1	-5%	1%	-2%	-8%	-1%	-3%	-0.3%	2%	4%	-6	?
COc1cccc(CNCc2ccc(C(=O)O)cc2)c1OC	-4%	8%	14%	-8%	2%	2%	-0.4%	15%	?	-7	-17%
COc1ccc(Cc2nnc(SCC(=O)Nc3nc(C)cs3)o2)cc1	7%	22%	4%	-4%	2%	·	-0.1%	3%	-14%	-1	11%
Cn1ccc(C(=O)OCC(=O)c2ccccc2)n1	2%	-2%	0%	-11%	1%	-6%	-0.5%	-7%	?	6	?
COc1ccccc1NC(=O)CSc1nc(C)c2c(c1C#N)CCCC2	5%	-3%[0.46 µM]	2%	-3%	1%	1%	0.0%	5%	11%	23	-5%
COC(=O)c1ccccc1OCCCOc1ccc(C)cc1OC	-3%	1%	-3%	·	·	·	0.3%	12%	?	7	-5%

Assay outcomes: PubChem, National Center for Advancing Translational Sciences (NCATS)
